Source: PubChem BioAssay
M1 PAM parental = M1 PAM counterscreen hit in parental CHO-K1 cells. ATP EC20, Fluo-8 calcium fluorescence; 0% at ATP EC20, 100% at ATP max. activation, % at 3 µM. 360,000 compounds, 0.02% hits. AID 602247;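 active = activation above the run cutoff, the mean activation of all test compounds plus 3 SD, cut at about 40% in these data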;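 note: peak over basal fluorescence ratio in a 140 s read after ATP addition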
CHO parental Ca = counter-screen: ATP calcium response change in parental CHO cells | parental CHO-K1, ATP-induced calcium, Fluo-8 fluorescence | inhibition, % at 5.6 µM | 330,000 compounds, 0.63% hits;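 active = inhibition above that plate's mean sample inhibition plus 3 SD, cut at about 26% in these data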;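 note: 0% = ATP-challenged DMSO wells and 100% = DMSO wells without ATP; some compounds past the cut are filed as inactive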
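test system = CHO parental line | reagent = ATP stimulus | measured by = intracellular calcium via Fluo-8 no-wash fluorescent dye | control set = ATP and no-ATP DMSO wells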
M1 ag parental = counter-screen for M1 agonists: effect in parental CHO-K1 cells. Fluo-8 calcium fluorescence; scaled to maximal ATP response, vehicle zero. activation, % at 3 µM. 360,000 compounds, 0.48% hits; in the data active = activation above about 15%;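 note: untransfected CHO-K1 host cells lacking M1 receptor as counterscreen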
TAAR1 agonist = human TAAR1 agonism | CHO RD-HGA16 TAAR1, Fluo-8 calcium fluorescence; vehicle wells 0%, saturating PEA agonist 100% | activation, % at 3 µM | 360,000 compounds, 0.99% hits | AID 624467;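 active = activation above the mean activation of all test compounds in the run plus 3 SD, cut at about 38% in these data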
Target sequence (Q96RJ0 whole entry, looked up): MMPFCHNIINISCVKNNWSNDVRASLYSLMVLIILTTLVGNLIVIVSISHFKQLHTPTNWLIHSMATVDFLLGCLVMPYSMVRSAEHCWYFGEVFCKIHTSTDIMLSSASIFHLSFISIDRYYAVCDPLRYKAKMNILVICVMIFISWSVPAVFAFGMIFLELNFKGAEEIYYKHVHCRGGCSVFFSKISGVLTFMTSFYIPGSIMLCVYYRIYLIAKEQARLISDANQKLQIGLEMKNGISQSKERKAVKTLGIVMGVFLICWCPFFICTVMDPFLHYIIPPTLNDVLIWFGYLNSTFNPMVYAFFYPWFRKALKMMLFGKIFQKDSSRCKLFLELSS
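Signal – calcium-sensitive Fluo-8 signal, excitation 470-495, emission 515-575 nm · System – RD-HGA16 (CHO) cells co-expressing Gα16 and hTAAR1 · Incubation – 17-24 h seeding, 75 min 37 °C dye, 30 min RT · Compound dosing – 3 µM single concentration · Repeats – no replicates (n 1)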
CHRM1 PAM = potentiates human M1 receptor response to acetylcholine | activation, % at 3 µM | 360,000 compounds, 0.088% hits | CHO-K1 hM1, Fluo-8 calcium fluorescence, ACh EC20; 0% = ACh EC20, 100% = maximal ACh | AID 588819; in the data active = activation above about 19%, passing the limit was not always enough
Target sequence (P11229 whole entry, looked up): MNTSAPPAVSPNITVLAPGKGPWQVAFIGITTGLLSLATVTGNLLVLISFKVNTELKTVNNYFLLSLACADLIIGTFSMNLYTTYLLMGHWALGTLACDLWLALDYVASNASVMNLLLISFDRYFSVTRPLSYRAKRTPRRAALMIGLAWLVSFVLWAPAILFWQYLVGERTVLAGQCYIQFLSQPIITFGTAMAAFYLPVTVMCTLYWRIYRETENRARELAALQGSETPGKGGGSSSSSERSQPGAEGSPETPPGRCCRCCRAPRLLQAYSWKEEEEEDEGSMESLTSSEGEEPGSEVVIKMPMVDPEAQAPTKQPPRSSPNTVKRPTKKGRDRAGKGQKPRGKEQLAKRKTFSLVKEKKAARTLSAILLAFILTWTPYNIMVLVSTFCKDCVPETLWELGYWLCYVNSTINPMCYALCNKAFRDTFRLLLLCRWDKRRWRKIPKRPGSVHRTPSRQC
CHO-K1 Ca antag = counter-screen for M1 antagonists: effect in parental CHO-K1 cells; inhibition, % at 3 µM; 360,000 compounds, 0.6% hits; ATP-induced calcium, Fluo-8 fluorescence;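 active = inhibition above a per-plate cutoff, the plate's mean sample inhibition plus 3 SD, cut at about 24% in these data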;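 note: 0% = DMSO plus EC80 ATP and 100% = DMSO alone without ATP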
TAAR1 antag = human TAAR1 antagonism; CHO RD-HGA16 TAAR1, Fluo-8 calcium fluorescence, antagonist; Q96RJ0; inhibition, % at 3 µM; 360,000 compounds, 1.5% hits;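 active = inhibition above a per-plate cutoff, the mean inhibition of test compounds on that plate plus 3 SD, cut at about 49% in these data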;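 note: 0% = DMSO plus EC80 beta-PEA response and 100% = DMSO alone without agonist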
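Assay system: CHO-derived RD-HGA16 cells stably expressing human TAAR1 plus Gα16. Timing: 140 s kinetic read after compound, 140 s after agonist. Technique: kinetic Fluo-8 calcium fluorescence measurement. Measure: % inhibition of agonist calcium response.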
CHRM1 antagonist = human CHRM1 antagonism. P11229. CHO-K1 hM1, Fluo-8 calcium fluorescence, ACh EC80 antagonist. inhibition, % at 3 µM. 360,000 compounds, 1.3% hits. AID 588852;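 active = percent inhibition above its own plate's cutoff, namely the mean of that plate's compound wells plus 3 SD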;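 note: peak over basal fluorescence ratio during 140 s after agonist addition; 0% = ACh EC80 plus DMSO and 100% = DMSO alone without agonist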
M1 ag = activates human CHRM1 receptor. 360,000 compounds, 0.33% hits. activation, % at 3 µM. CHO-K1 hM1, Fluo-8 calcium fluorescence, agonist mode; 0% DMSO, 100% acetylcholine EC100. P11229;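 active = activation above the run's mean compound activation plus 3 SD, cut at about 16% in these data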;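 note: peak over basal fluorescence ratio within a 140 s kinetic read after compound addition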
* = called active by the depositor.

For CN1C[C@@H]2[C@@H]3C(=O)N(C)C(=O)[C@@H]3[C@](C)(C1=O)N2C(=O)c1ccc(C(F)(F)F)cc1 the results were M1 PAM parental 1.4, M1 ag parental 1.6, TAAR1 agonist 16.0, CHRM1 PAM -1.3, CHO-K1 Ca antag -1.3, TAAR1 antag 5.5, CHRM1 antagonist -0.8 and M1 ag -3.9.
CCCn1c(=O)c2ccccc2n2c(SCc3cc(=O)oc4ccc5ccccc5c34)nnc12 was read as M1 PAM parental 19.9, CHO parental Ca -30.7, M1 ag parental 0.0, TAAR1 agonist 1.4, CHRM1 PAM 4.6, CHO-K1 Ca antag -10.0, TAAR1 antag 1.1, CHRM1 antagonist -8.4 and M1 ag -9.9.
`CCCCN(C(=O)CC1CCCCC1)c1c(N)n(CC(C)C)c(=O)[nH]c1=O` gave M1 PAM parental 13.5, CHO parental Ca -0.8, M1 ag parental 1.1, TAAR1 agonist 17.5, CHRM1 PAM 6.5, CHO-K1 Ca antag -19.1, TAAR1 antag -17.6, CHRM1 antagonist -1.9 and M1 ag -5.3.
For COc1ccc(CN2c3c(Br)cccc3C(=O)CS2(=O)=O)cc1 the results were M1 PAM parental 18.7, CHO parental Ca -12.8, M1 ag parental 1.2, CHRM1 PAM 7.1, CHO-K1 Ca antag -12.1, CHRM1 antagonist -9.4 and M1 ag -3.7.
For O=C(NCc1cccc(C(F)(F)F)c1)c1ccc2sc([C@H]3C[C@H](O)[C@@H](CO)O3)nc2c1 the results were M1 PAM parental 4.8, M1 ag parental 0.9, TAAR1 agonist 2.9, CHRM1 PAM -8.0, CHO-K1 Ca antag -3.3, TAAR1 antag -6.4, CHRM1 antagonist 16.4 and M1 ag -2.3.
For CN(C)CCCCOc1cccc(Br)c1 the results were M1 PAM parental -0.4, CHO parental Ca 2.6, M1 ag parental 0.2, TAAR1 agonist 6.5, CHRM1 PAM -5.9, CHO-K1 Ca antag 4.7, TAAR1 antag -2.5, CHRM1 antagonist 5.6 and M1 ag -11.9.
CC1CCCC(C)N1C(=O)CSc1nnc(-c2c[nH]c3ccccc23)o1 (stereo not drawn) was read as M1 PAM parental 0.7, CHO parental Ca -12.9, M1 ag parental 1.7, TAAR1 agonist 4.2, CHRM1 PAM -5.5, CHO-K1 Ca antag -6.2, TAAR1 antag 12.8, CHRM1 antagonist -3.9 and M1 ag -4.5.
`Fc1ccc(CSc2nnc(-c3ccco3)o2)cc1` gave M1 PAM parental 9.3, CHO parental Ca -7.1, M1 ag parental 0.3, TAAR1 agonist 3.3, CHRM1 PAM 4.4, CHO-K1 Ca antag -6.2, TAAR1 antag -14.0, CHRM1 antagonist -7.0 and M1 ag -6.1.
O=C(Cc1ccccc1)NN1C(=O)C2C3C=CC(C3)C2C1=O (stereo not drawn) was read as M1 PAM parental 7.9, CHO parental Ca -0.8, M1 ag parental 0.5, TAAR1 agonist 6.5, CHRM1 PAM 3.0, CHO-K1 Ca antag -4.8, TAAR1 antag 2.6, CHRM1 antagonist -3.5 and M1 ag -3.6.
Cc1cccc(C2=NN(c3ccccc3)[C@@H](C(=O)N3CCOC3=O)[C@@H]2c2ccc(F)cc2)c1 was read as M1 PAM parental 0.8, CHO parental Ca -13.0, M1 ag parental -0.7, TAAR1 agonist -0.3, CHRM1 PAM -7.0, CHO-K1 Ca antag -4.4, TAAR1 antag 16.7, CHRM1 antagonist 5.2 and M1 ag -1.3.
`COc1ccc(S(=O)(=O)N(C)C[C@H]2Oc3c(NC(=O)c4ccncc4)cccc3C(=O)N([C@H](C)CO)C[C@@H]2C)cc1` gave M1 PAM parental 3.1, CHO parental Ca -0.6, M1 ag parental 2.0, TAAR1 agonist 1.7, CHRM1 PAM 5.6, CHO-K1 Ca antag -6.4, TAAR1 antag -7.5, CHRM1 antagonist 0.9 and M1 ag -6.8.
O=C(NCCCn1ccnc1)c1cc(-c2ccc(Cl)cc2)nc2ccccc12 was read as M1 PAM parental -6.9, CHO parental Ca -20.3, M1 ag parental 1.9, TAAR1 agonist 5.0, CHRM1 PAM 5.0, CHO-K1 Ca antag 5.6, TAAR1 antag -13.5, CHRM1 antagonist 3.4 and M1 ag -4.2.
For O=C(NCc1ccccc1Cl)c1[nH]c(C(F)(F)F)nc1-c1ccccc1 the results were M1 PAM parental -5.5, M1 ag parental 7.2, TAAR1 agonist 8.2, CHRM1 PAM -1.3, CHO-K1 Ca antag -4.8, TAAR1 antag 3.9, CHRM1 antagonist -30.4 and M1 ag 6.6.
For O=C(CCCSc1ccccc1)Nc1ccc(Cl)c(S(=O)(=O)N2CCOCC2)c1 the results were M1 PAM parental -6.5, CHO parental Ca 9.8, M1 ag parental 11.0, TAAR1 agonist 13.4, CHRM1 PAM -17.4, CHO-K1 Ca antag 1.5, TAAR1 antag 33.3, CHRM1 antagonist 22.7 and M1 ag -2.1.
`CCOC(=O)/C(=N/Nc1ccc(OC)cc1)N1CCCc2ccccc21` gave M1 PAM parental 3.4, CHO parental Ca -24.9, M1 ag parental 2.3, TAAR1 agonist -1.9, CHRM1 PAM -0.3, CHO-K1 Ca antag 4.3, TAAR1 antag -3.4, CHRM1 antagonist 11.1 and M1 ag -5.2.
Screening Cc1ccc2nc(NC(=O)C3CCN(c4ncnc5sc(C)c(C)c45)CC3)sc2c1 returned M1 PAM parental -12.1, CHO parental Ca -3.2, M1 ag parental -0.2, CHRM1 PAM 11.2, CHO-K1 Ca antag 3.9, CHRM1 antagonist -12.0 and M1 ag 1.4.
Screening C[C@H]1CN([C@@H](C)CO)C(=O)CCCn2cc(nn2)CO[C@@H]1CN(C)S(=O)(=O)c1ccc(-c2ccccc2)cc1 returned M1 PAM parental 6.2, M1 ag parental 0.7, TAAR1 agonist 3.0, CHRM1 PAM 14.2, CHO-K1 Ca antag -9.8, TAAR1 antag -35.2, CHRM1 antagonist -27.8 and M1 ag -5.4.
`CC(C)NCC(O)COc1c(F)cc(Br)cc1F` (stereo not drawn) gave M1 PAM parental -3.0, CHO parental Ca -11.3, M1 ag parental 0.2, TAAR1 agonist 14.8, CHRM1 PAM -2.3, CHO-K1 Ca antag 1.7, TAAR1 antag -17.2, CHRM1 antagonist -0.4 and M1 ag -4.0.
`COc1ccccc1OCC(=O)OC/C(O)=C(\C#N)c1nc2ccccc2[nH]1` gave M1 PAM parental 12.8, CHO parental Ca -15.8, M1 ag parental 1.8, TAAR1 agonist 1.6, CHRM1 PAM 5.8, CHO-K1 Ca antag -1.7, TAAR1 antag 1.6, CHRM1 antagonist -8.2 and M1 ag -11.6.
Screening c1ccc(CN=C2CCCc3ccccc3N2)cc1 returned M1 PAM parental -2.8, M1 ag parental 0.7, TAAR1 agonist 8.8, CHRM1 PAM -21.6, CHO-K1 Ca antag -3.3, TAAR1 antag -15.8, CHRM1 antagonist 29.6 and M1 ag -8.0.
Screening CCOc1ccc(NC(=O)CN2CCN(CC(=O)Nc3cc(OC)cc(OC)c3)CC2)cc1 returned M1 PAM parental 22.0, CHO parental Ca -23.8, M1 ag parental 0.2, TAAR1 agonist -1.2, CHRM1 PAM 7.7, CHO-K1 Ca antag -12.7, TAAR1 antag -19.5, CHRM1 antagonist -15.3 and M1 ag -4.7.
COc1ccc(NC(=O)c2cn(-c3ccccc3)nc2-c2cc3ccccc3o2)cc1 was read as M1 PAM parental 17.7, CHO parental Ca -2.6, M1 ag parental 1.3, TAAR1 agonist 2.0, CHRM1 PAM 6.8, CHO-K1 Ca antag 2.1, TAAR1 antag 18.0, CHRM1 antagonist -11.4 and M1 ag -4.2.
`COc1ccc(Br)cc1CNC(=O)C1CCCN(S(=O)(=O)N2CC(C)CC(C)C2)C1` (stereo not drawn) gave M1 PAM parental 3.0, CHO parental Ca -12.4, M1 ag parental -0.2, TAAR1 agonist 1.3, CHRM1 PAM 2.6, CHO-K1 Ca antag -8.9, TAAR1 antag -7.2, CHRM1 antagonist -6.2 and M1 ag -4.0.
For COC(=O)Cn1cc(C#N)c2ccccc21 the results were M1 PAM parental 18.6, CHO parental Ca -3.6, M1 ag parental 0.8, TAAR1 agonist 10.4, CHRM1 PAM 6.8, CHO-K1 Ca antag -9.8, TAAR1 antag -0.8, CHRM1 antagonist -2.2 and M1 ag -2.4.
N=C(N)SCc1cn2ccccc2n1 was read as M1 PAM parental 6.7, CHO parental Ca -0.7, M1 ag parental -0.2, TAAR1 agonist 3.9, CHRM1 PAM 1.6, CHO-K1 Ca antag -0.6, TAAR1 antag -2.0, CHRM1 antagonist -7.5 and M1 ag -13.8.
C=CCNc1nc(-c2sc(NC(C)=O)nc2C)cs1 was read as M1 PAM parental 13.1, CHO parental Ca -15.9, M1 ag parental -0.2, TAAR1 agonist -3.1, CHRM1 PAM 6.8, CHO-K1 Ca antag -4.3, TAAR1 antag 1.9, CHRM1 antagonist -5.8 and M1 ag -1.9.
For COc1cccc(-c2nnc(SCC(=O)Nc3cc(C)on3)n2C)c1 the results were M1 PAM parental 18.9, CHO parental Ca -12.8, M1 ag parental 0.5, TAAR1 agonist 3.9, CHRM1 PAM 0.7, CHO-K1 Ca antag -4.8, TAAR1 antag -9.5, CHRM1 antagonist 3.5 and M1 ag -5.6.
O=C(O)c1oc2ccccc2c1-n1cccc1 was read as M1 PAM parental 5.2, CHO parental Ca 2.9, M1 ag parental 0.1, TAAR1 agonist 1.1, CHRM1 PAM 1.1, CHO-K1 Ca antag -1.6, TAAR1 antag -5.6, CHRM1 antagonist -13.1 and M1 ag -2.3.
`C=CCOc1ccc(/C=C/C(=O)OCC(=O)N2CCN(C(C)=O)CC2)cc1` gave M1 PAM parental 12.8, CHO parental Ca 2.8, M1 ag parental 1.1, TAAR1 agonist 4.0, CHRM1 PAM 14.2, CHO-K1 Ca antag -8.1, TAAR1 antag -21.5, CHRM1 antagonist -18.7 and M1 ag 3.7.
`CC(=O)c1sc(-c2ccccc2)cc1NS(=O)(=O)c1ccc(C)cc1` gave M1 PAM parental 20.9, CHO parental Ca -16.8, M1 ag parental 0.9, TAAR1 agonist 4.8, CHRM1 PAM 15.1, CHO-K1 Ca antag -9.3, TAAR1 antag -24.5, CHRM1 antagonist -16.7 and M1 ag -2.9.
Screening O=C1NC(=O)/C(=C\c2ccsc2)N1 returned M1 PAM parental 19.1, CHO parental Ca 2.3, M1 ag parental 0.1, TAAR1 agonist 2.8, CHRM1 PAM -0.9, CHO-K1 Ca antag 0.2, TAAR1 antag 13.1, CHRM1 antagonist -1.6 and M1 ag -4.0.
For O=C(Nc1nc2ccc([N+](=O)[O-])cc2s1)c1ccc(S(=O)(=O)N2CCCc3ccccc32)cc1 the results were M1 PAM parental 6.5, CHO parental Ca 8.6, M1 ag parental 3.6, CHRM1 PAM 1.6, CHO-K1 Ca antag 4.5, CHRM1 antagonist -0.4 and M1 ag -3.6.
Screening COc1ccc(S(=O)(=O)N2CCCCCC2)cc1C(=O)N(C)Cc1ccccc1F returned M1 PAM parental 8.7, CHO parental Ca -17.1, M1 ag parental 1.7, TAAR1 agonist 2.5, CHRM1 PAM -2.0, CHO-K1 Ca antag -4.4, TAAR1 antag -3.0, CHRM1 antagonist 3.0 and M1 ag -2.8.
